TNF death inh = blocks TNF-alpha induced death of Jurkat FADD-/- cells; Jurkat FADD-/- TNF necroptosis rescue, ATP luminescence, 24 h; 0 = TNF only, 100 = no-TNF cells; activation (protection from cell death), % at 10 µM; 0.068% of 220,000 active;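 active means activation, meaning protection from cell death, of at least 50% relative to plate controls; inactive means activation below 50%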;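 further: necroptosis triggered by 40 ng/mL TNF-alpha added together with compound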
Runt-SMMHC FRET = inhibitors of human RUNX1 Runt domain binding to CBFb-SMMHC. Cerulean-Runt/Venus-CBFb-SMMHC FRET ratio 530/480, 1 h. inhibition, % at 20 µM. Q01196+Q13951. 0.74% of 220,000 active;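 active means mean inhibition across duplicate retests at 20 µM reaching about 50%, limit read from the data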;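 further: 0% = DMSO wells and 100% = wells with excess untagged CBFb-SMMHC; inhibitors lower the FRET ratio by blocking Runt binding to CBFb-SMMHC; some results filed as inactive read as strong as hits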
PERK inhibitor = blocks human PERK kinase; Q9NZJ5; inhibition, % at 5.6 µM; 0.17% of 220,000 active; AID 1416; CHO PERK-DD fusion, SEAP luminescence translation reporter;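 active means inhibition above the mean inhibition of all tested compounds plus 3 SD, set separately per screening campaign, cut at about 2.9% in these data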;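 further: PERK kinase domain activated by AP20187 dimerizer at 100 nM; 0% = DMSO with dimerizer and 100% = rapamycin at 8.4 µM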
Target sequence (Q9NZJ5 whole entry, looked up, the tested form may be a part): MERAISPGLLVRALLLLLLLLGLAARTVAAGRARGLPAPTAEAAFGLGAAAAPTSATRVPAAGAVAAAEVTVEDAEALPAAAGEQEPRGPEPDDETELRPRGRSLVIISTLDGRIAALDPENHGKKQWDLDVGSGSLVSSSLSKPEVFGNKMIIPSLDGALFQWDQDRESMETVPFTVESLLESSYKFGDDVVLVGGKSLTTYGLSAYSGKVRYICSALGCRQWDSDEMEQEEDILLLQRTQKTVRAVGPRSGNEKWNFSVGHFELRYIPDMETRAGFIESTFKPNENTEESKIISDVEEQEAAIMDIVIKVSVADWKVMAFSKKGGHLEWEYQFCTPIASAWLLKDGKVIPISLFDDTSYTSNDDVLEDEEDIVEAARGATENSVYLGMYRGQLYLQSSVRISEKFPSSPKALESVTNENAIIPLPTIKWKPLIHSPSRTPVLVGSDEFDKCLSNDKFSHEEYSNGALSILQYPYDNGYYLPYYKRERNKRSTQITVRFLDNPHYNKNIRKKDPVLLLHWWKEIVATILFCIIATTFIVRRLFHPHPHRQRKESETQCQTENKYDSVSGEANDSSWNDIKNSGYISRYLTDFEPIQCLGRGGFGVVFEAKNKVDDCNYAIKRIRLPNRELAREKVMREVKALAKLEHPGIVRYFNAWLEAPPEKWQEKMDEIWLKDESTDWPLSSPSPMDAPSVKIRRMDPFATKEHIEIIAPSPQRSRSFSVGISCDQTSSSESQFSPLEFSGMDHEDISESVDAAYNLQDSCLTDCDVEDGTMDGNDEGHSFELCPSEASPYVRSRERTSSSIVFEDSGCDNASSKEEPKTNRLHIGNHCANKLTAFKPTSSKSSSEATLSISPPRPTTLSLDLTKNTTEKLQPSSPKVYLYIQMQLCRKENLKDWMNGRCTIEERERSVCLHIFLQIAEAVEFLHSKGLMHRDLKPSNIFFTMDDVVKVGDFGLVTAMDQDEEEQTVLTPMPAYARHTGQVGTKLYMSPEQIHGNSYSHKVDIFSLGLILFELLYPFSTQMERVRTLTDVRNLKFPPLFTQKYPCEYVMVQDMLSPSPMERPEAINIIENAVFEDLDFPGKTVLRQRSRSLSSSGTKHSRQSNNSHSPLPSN
EP2 modulator = modulates human prostaglandin E2 receptor EP2 signaling; P43116; EP2-expressing cells, cAMP HTRF FRET, PGE2 co-stimulation; induction, % at 25 µM; 0.83% of 260,000 active; AID 940;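 active means compounds whose cAMP rise, as percent of the full-agonist control response, exceeds 60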;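 further: rat C6 glioma line stably carrying human EP2 under a CMV promoter; the protocol text gives 20 µM as final concentration; 100% = response of wells given 1 µM PGE2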
PGE2 EP2 inh = inhibitors of human EP2 prostaglandin E2 receptor. inhibition, % at 25 µM. 0.52% of 260,000 active. P43116. C6 glioma cells expressing human EP2, cAMP TR-FRET; cells stimulated with saturating PGE2;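 active means percent inhibition above 40 after rounding to a whole number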;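 further: rat C6 glioma host cells with rolipram phosphodiesterase inhibitor present; the protocol text gives 20 µM as final concentration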
zVAD death inh = L929 zVAD cell death inhibition. L929 zVAD necroptosis rescue, ATP luminescence, 24 h; with zVAD 60 µM. viability rescue, % at 10 µM. 0.38% of 220,000 active. AID 1377;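 active means activation, scaled between plate controls, above about 75%, limit read from the data; inactive means activation under that limit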;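 further: 0% = zVAD with DMSO and 100% = DMSO alone without zVAD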
RBBP9 inhibitor = blocks human serine hydrolase RBBP9; inhibition, % at 7.94 µM; AID 1515; 0.2% of 220,000 active; recombinant RBBP9, FP-Rh probe fluorescence polarization; O75884;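 active means inhibition above the campaign mean of all tested compounds plus 3 SD, cut at about 14% in these data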;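 further: plate controls were DMSO wells with RBBP9 for no effect and wells lacking RBBP9 protein for full effect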
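System: RBBP9 protein / Quantity: 2.5 µM RBBP9 dispensing solution, before mixing / Also added: Serine-hydrolase probe FP-Rh, 375 nM pre-mixing / Dosing: 7.94 µM single dose, 0.794% DMSO / Timing: enzyme-compound preincubation 30 min, then probe labeling 45 min, 25 °C / Signal: FP readout at 525/598 nm / Controls: DMSO-treated enzyme wells and wells lacking RBBP9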
Hck-Nef inh = human Hck-Nef kinase inhibition; P08631; inhibition, % at 20 µM; Recombinant Hck-YEEI plus Nef, Z-Lyte FRET kinase assay; 0.68% of 220,000 active;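 active means Hck-Nef kinase inhibition above about 50%, limit read from the data; inactive means inhibition below that limit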;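 further: 0% = DMSO with Hck plus Nef and 100% = Hck alone without Nef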
Runt-CBFb FRET = Runt domain-CBFb interaction inhibition; Cerulean-Runt/Venus-CBFb FRET ratio 530/480, 1 h; inhibition, % at 20 µM; 0.46% of 220,000 active; AID 1496;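 active means inhibition over about 50% at 20 µM in the single-dose screen, limit read from the data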;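 further: 0% = DMSO wells and 100% = excess unlabeled CBFb competitor control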
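Assay system: Cerulean-tagged RUNX1 Runt domain (FRET donor) fusion protein / Amount: 100 nM each of Venus-CBFb and Cerulean-Runt domain / Medium: Tris buffer pH 7.5 with salts and BSA / Also added: Venus-CBFb 100 nM / Schedule: 1 h complex formation plus 1 h compound treatment, room temperature / Signal: FRET fluorescence / Read-out: loss of energy transfer signal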
* hit, by the source's call; x = not tested or not shown; & = joins results of further samples. This is a subset; the hit share may differ from the screen's.

SMILES | TNF death inh | Runt-SMMHC FRET | PERK inhibitor | EP2 modulator | PGE2 EP2 inh | zVAD death inh | RBBP9 inhibitor | Hck-Nef inh | Runt-CBFb FRET
COc1cccc(CNC(=O)c2cc3c(C)nc4ccccc4c3o2)c1 | -3.0 | -2 | 0.7 | -33 | 7 | -0.8 | -8 | 1 | 0
CCOC(=O)c1cnn(-c2nc(SC)nc3sc4c(c23)CCC4)c1N | -0.1 | -3 | 2.1 | 2 | 9 | x | -6 | 5 | -2
COC(=O)C(O)(CC(=O)Nc1ccc(OC)cc1)C(F)(F)F (stereo not given) | -1.8 | -2 | 0.9 | -7 | 4 | -0.3 | 4 | 3 | 0
O=C(NCC1CCCO1)NC1CCCCC1 (stereo not given) | 1.7 | 0 | 1.1 | 5 | 2 | 3.0 | -1 | 5 | -1
FC(F)(F)c1cc(-c2ccco2)nc(N2CCOCC2)n1 | -0.6 | 2 | 0.3 | 33 | 13 | 0.7 | 5 | -5 | -3
CCOc1ccccc1NC(=O)C(OC(=O)c1ccc(O)cc1)c1ccccc1 (stereo not given) | 1.3 | 2 | -1.2 | 0 | 9 | 0.1 | -17 | -1 | 0
CCOC(=O)c1ccc(Oc2c(C)oc3c(CN4CCN(C)CC4)c(O)ccc3c2=O)cc1 | 0.1 | 2 | -0.6 | 34 | 14 | 1.5 | -2 | 2 | -3
CC(C)OC(=O)c1cccnc1SCc1cc(=O)n2ccccc2n1 | -4.3 | 1 | -0.8 | 27 | 8 | 1.7 | -5 | -2 | 1
Cc1ccc(/C=N/NC(=O)c2ccco2)cc1 | -0.8 | -2 | 0.5 | -7 | 4 | -0.3 | -5 | 20 | 2
CC(O)c1nc2ccccc2n1Cc1nnc(-c2ccc(Cl)cc2)o1 (stereo not given) | 1.7 | 2 | -0.6 | -7 | 17 | 1.4 | -1 | 4 | -2
C/C(=C\C(=O)c1ccc(Br)cc1)NCc1ccc(C)cc1 | 1.5 | 2 | -0.3 | -17 | 15 | -0.4 | 5 | -2 | -1
CCOC(=O)C1CCN(C(=O)c2oc3ccc(S(=O)(=O)N4CC(C)CC(C)C4)cc3c2C)CC1 (stereo not given) | -2.8 | 0 | -0.9 | -19 | 11 | 0.5 | -6 | -1 | -8
CCN(CC)C(=O)Cn1cnc2sc(C(=O)N3CCN(c4ccc(F)cc4)CC3)c(C)c2c1=O | 0.3 | -1 | 0.6 | -2 | 4 | -0.3 | -14 | -20 | x
O=C(CSc1nc(O)cc(=O)n1C1CCCC1)Nc1cccc(Cl)c1Cl | 0.1 | -5 | 0.4 | 16 | 6 | 5.2 | -8 | 34 | 0
CCOC(=O)c1cc(S(=O)(=O)NC2CCN(C(=O)OCC)CC2)cn1C | -0.8 | -4 | 1.8 | -18 | 2 | -0.6 | 3 | 1 | -2
CC(C)Cn1nnc2c(=O)oc3ccccc3c21 | -2.4 | 0 | 0.5 | -43 | x | 0.0 | -2 | 3 | 0
CC(C)N(C(=O)Cn1cc(SCC(=O)NCc2ccco2)c2ccccc21)C(C)C | 1.0 | -1 | 0.3 | 11 | 13 | -0.8 | 2 | 16 | -1
O=C(CCc1ccccc1)Nc1ccccc1 | 3.0 | x | 0.3 | 10 | 8 | 8.9 | -12 | 15 | x
O=C(C1CC1)N1CCCN(C(=O)C2CC2)CC1 | 1.6 | -1 | 0.8 | 2 | 11 | 0.4 | -8 | 0 | -2
COc1cc(C2C(C(=O)N3CCOCC3)=C(C)NC3=C2C(=O)CCC3)ccc1OC(C)=O (stereo not given) | -0.6 | -1 | 1.8 | 0 | 14 | 0.5 | -3 | 1 | 1
COc1ccc(C(CNC(=O)CCOc2ccccc2)N(C)C)cc1 (stereo not given) | 2.4 | -4 | 0.7 | -27 | 13 | 0.3 | -2 | 0 | 1
CCOC(=O)C/C(C)=N\Nc1ccc([N+](=O)[O-])cc1[N+](=O)[O-] | -0.2 | 0 | -0.1 | -28 | 4 | 1.0 | -7 | -6 | -1
CCC(=O)c1ccc(OCC(O)CN2CCN(S(=O)(=O)N3CCCCC3)CC2)cc1 (stereo not given) | -1.8 | 1 | -0.8 | 1 | 17 | -0.8 | -1 | 1 | -2
COc1ccc(CCNC2CC(=O)N(C3CCCCC3)C2=O)cc1OC (stereo not given) | 0.2 | -2 | -0.7 | -34 | 4 | 0.4 | 5 | 3 | 0
CCOCCCNC(=O)CCCOc1ccccc1 | -1.1 | 2 | 2.5 | -13 | 5 | -1.3 | -5 | 2 | -1

The list continues.
SMILES | TNF death inh | Runt-SMMHC FRET | PERK inhibitor | EP2 modulator | PGE2 EP2 inh | zVAD death inh | RBBP9 inhibitor | Hck-Nef inh | Runt-CBFb FRET
CC(=O)Nc1ccc(S(=O)(=O)NNC(=O)COc2cccc(C)c2)cc1 | -1.2 | 2 | 1.9 | 20 | 7 | 0.2 | -4 | 1 | x
OCCCc1nc2n(n1)C(c1cccs1)C=C(c1ccccc1)N2 (stereo not given) | -3.5 | -137 | -0.6 | -30 | 18 | 1.9 | 7 | 2 | -4
CCCCOC(=O)c1ccc(NC(=O)/C=C/c2cccs2)cc1 | 2.4 | -4 | 0.3 | -14 | 4 | 4.8 | -25 | 2 | 0
Cc1coc2c(C)c3oc(=O)c4c(c3cc12)CCC4 | 0.4 | x | -0.6 | x | x | -0.2 | 2 | 17 | x
NC(=O)COc1ccccc1C(=O)O | 1.3 | -3 | 0.8 | -3 | 8 | 0.6 | 1 | 22 | 0
CC(=O)c1ccc(NC(=O)CSc2nnc(-c3ccoc3C)n2Cc2ccccc2)cc1 | -0.8 | 2 | -0.4 | 25 | 12 | 0.0 | -6 | 1 | -2
CC1(C)CC(=O)C2=C(C1)N(CCN1CCOCC1)C1=C(C(=O)CC(C)(C)C1)C2c1cccc(Cl)c1 | -2.2 | -21 | -0.4 | 40 | 6 | -0.7 | -4 | 44 | x
CC(=O)c1ccc(NC(=O)N[C@@H](Cc2ccccc2)C(=O)O)cc1 | 0.9 | 4 | 0.4 | 0 | 4 | -0.1 | -2 | 1 | -2
COc1cc2c(cc1OC)CN(C(=O)CCCOc1ccc(Cl)cc1Cl)CC2 | 1.2 | -11 | -2.5 | -42 | 1 | -0.1 | 2 | 0 | -14
COc1ccc(Nc2nnc(SCC(=O)c3cc(C)n(CC4CCCO4)c3C)s2)cc1 (stereo not given) | -2.1 | 1 | -2.1 | -35 | 14 | -0.8 | 1 | 8 | 7
CN(C)c1ccc(C(=S)N2CCCCC2)cc1 | -0.4 | 4 | 1.1 | 33 | 14 | 0.3 | -9 | 20 | 0
O=C(c1ccncc1)N1C2C=CC(C2)C1(C(F)(F)F)C(F)(F)F (stereo not given) | 0.9 | -6 | 0.7 | 8 | 11 | -0.1 | -3 | 2 | 0
O=C(Nc1ncccn1)C1CCCN1S(=O)(=O)c1ccc(Cl)c(Cl)c1 (stereo not given) | -0.7 | 0 | 0.2 | 5 | 3 | -0.2 | -12 | 0 | -1
COC(=O)Cc1c(O)ccn(Cc2ccc(Cl)c(Cl)c2)c1=O | 1.0 | -1 | 0.1 | 31 | 3 | 2.2 | -2 | 17 | 0
CC(CCc1ccccc1)NC(=O)c1cccnc1 (stereo not given) | -0.3 | 2 | -0.2 | 8 | 0 | 0.1 | -3 | 0 | 1
CCn1cc(C(=O)C(F)(F)F)c2ccccc21 | -3.4 | 1 | 1.1 | 26 | 9 | 0.7 | -10 | 0 | -2
CCCC12CN3CCN(CC(C3)/C1=N\NC(=O)Nc1ccccc1)C2 | 3.2 | 2 | -0.1 | -40 | 7 | 0.4 | -6 | 0 | -2
CC1=CC(=Nc2c(C)n(C)n(-c3ccccc3)c2=O)C=CC1=O | -16 | 1 | 0.4 | 21 | 5 | 77* | 3 | -25 | 42
O=C(Cc1csc(Nc2nc(=S)[nH]c3ccccc23)n1)NCCCN1CCN(c2cccc(Cl)c2)CC1 | -7.4 | -27 | -1.0 | 3 | 15 | -1.1 | -12 | 18 | -23
CCCc1cc(C(=O)NCC(C)C)no1 | 2.4 | -1 | 0.2 | 18 | 9 | 0.5 | -7 | 14 | 0
CCOCCCNC(=O)C1CCCN1S(=O)(=O)c1ccc(Cl)cc1 (stereo not given) | 0.4 | -1 | -0.2 | 15 | 8 | 1.0 | -4 | 1 | 0
CCO/N=C/c1ccc(OC)c(Oc2nc(OC)cc(OC)n2)c1 | -0.7 | -1 | 1.2 | 40 | 5 | 0.8 | -5 | 16 | -2
CCOc1ccccc1CNC(CC)CO (stereo not given) | -0.6 | 1 | -0.1 | 3 | 5 | 0.0 | -1 | -9 | 0
Cc1nc2ccccc2c2nc(N)nn12 | 0.0 | 2 | 0.4 | 30 | 13 | 0.0 | 6 | 6 | -1
Cc1nc2cc(N3CCCCC3)c(NC(=O)c3ccncc3)cc2c(=O)n1Cc1ccccc1 | -0.8 | 0 | -0.1 | 18&-4 | 23&4 | -1.5 | 0 | 32 | 0

Following part
SMILES | TNF death inh | Runt-SMMHC FRET | PERK inhibitor | EP2 modulator | PGE2 EP2 inh | zVAD death inh | RBBP9 inhibitor | Hck-Nef inh | Runt-CBFb FRET
COc1cc2c(C(=O)N3CCN(C4CCCCC4)CC3)cn(CC(C)C)c(=O)c2cc1OC | 0.2 | 0 | -0.1 | 17 | 14 | -0.8 | -6 | 2 | -4
CCC(C)NC(=O)c1cn(CC)c2ccc(S(=O)(=O)N(C)C)cc2c1=O (stereo not given) | 0.1 | -1 | -0.2 | 9 | 8 | 0.3 | -3 | 20 | x
C=CCN(CC=C)C(=O)c1cc2ccccc2c(=O)o1 | 0.5 | -1 | 0.4 | 1 | 9 | 0.2 | -14 | -3 | -2
Cc1ccc(NC2=C(Cl)C(=O)OC2OC(C)C)cc1 (stereo not given) | -0.3 | 0 | 0.4 | 34 | 9 | 36 | 0 | 18 | -10
Clc1ccccc1C1=CC(c2ccco2)n2nnnc2N1 (stereo not given) | -4.3 | -5 | 0.6 | 37 | 1 | 0.1 | -4 | 2 | -2
COc1cccc(C(=O)N2CCN(Cc3nc(CC4CC4)no3)CC2)c1 | 0.3 | 3 | -1.2 | -3 | 7 | 0.0 | -7 | 16 | 1
CC(C)[C@H](NC(=O)c1ccco1)C(=O)OCC(=O)Nc1cccc(F)c1 | 0.2 | 1 | -0.4 | 32 | 8 | 1.6 | -7 | 14 | 0
O=C(c1ccc(S(=O)(=O)N2CCCC2)cc1)N1CCCc2ccccc21 | -1.4 | 2 | 0.2 | -3 | 8 | 0.2 | 10 | 0 | 3
COc1ccc(S(=O)(=O)NCCSc2ccccc2)cc1OC | -0.5 | -2 | -0.5 | 19 | 5 | 0.2 | 1 | 2 | 1
COc1ccc(CC(=O)Nc2nnc(C)s2)cc1 | 4.0 | -2 | 0.6 | 9 | 12 | 0.6 | 2 | 0 | 2
CCOc1ccc(NC(=O)CC2C(=O)N(CC)C(=S)N2CCN2CCOCC2)cc1 (stereo not given) | 1.6 | -4 | 0.0 | 8 | 4 | 2.9 | 5 | 16 | 0

High-throughput results from PubChem BioAssay.
